Bioassay records deposited in PubChem by National Center for Advancing Translational Sciences (NCATS).
POLB inh: DNA polymerase beta (human) inhibition; 340,000 compounds, 1.3% hits; AID 485314; Potency, µM (doses to about 114 µM), without a hit: top-dose activity change, negative = inhibition, actives largely listed as inhibitors; Pol beta primer extension/strand displacement, fluorescence kinetic; also: potency is read from the fitted curve at half-maximal effect; % is scaled to controls: 0 for no effect and ±100 for the full control effect
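Pol beta (10 nM) and compounds were preincubated 15 min at room temperature, then 50 nM substrate (final) started primer extension/strand displacement. Reads were taken at 0 and 10 min; concentration-response data were fitted to a four-parameter Hill equation.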
Pol kappa inh: inhibitors of human DNA polymerase kappa; Potency, µM (titrated, usually from 107 µM), for inactives: at the top dose activity, negative = inhibition, most hits filed as inhibitors; 400,000 compounds, 0.53% hits; purified Pol kappa, fluorescent DNA synthesis assay, 10 min; AID 588579; Q9UBT6; also: potency is read from the fitted curve at half-maximal effect; % is scaled to controls: 0 for no effect and ±100 for the full control effect
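Fluorescent qHTS in 1536-well format: enzyme (10 nM) and compound sat 15 min at room temperature before 50 nM substrate (final) was added. Signal taken at 0 and 10 min; no-enzyme buffer wells were negative controls.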
RXFP1 antag: RXFP1 (human) relaxin receptor antagonism; Q9HBX9; HEK293-RXFP1, relaxin-stimulated cAMP HTRF, 30 min; active compounds read low; activity change, negative = inhibition, % at 57.5 µM; 350,000 compounds, 0.59% hits; AID 1259400;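 active = activity change of -60% or lower, but not beyond a set lower limit; inconclusive = change between -60% and -40%, or beyond the set limit; inactive = change above -40%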; also: % is scaled to controls: 0 for no effect and ±100 for the full control effect
Pol eta inh: inhibitors of human DNA polymerase eta; AID 588591; Potency, µM (doses to about 114 µM), without a hit: at the top dose activity change, negative = inhibition, actives largely listed as inhibitors; recombinant Pol eta, fluorescent DNA replication assay; 390,000 compounds, 1.2% hits; Q9Y253; also: potency is read from the fitted curve at half-maximal effect; % is scaled to controls: 0 for no effect and ±100 for the full control effect
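Pol eta (10 nM) was preincubated with compounds for 15 min at room temperature, after which fluorescent replication substrate (50 nM final) was added to start the reaction. Fluorescence was read kinetically at 0 and 10 min.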
Pol iota inh: blocks human DNA polymerase iota activity; Pol iota fluorescent replication assay, 10 min; Q9UNA4; Potency, µM (highest dose often 115 µM), for the others: at the top dose activity, negative = inhibition, actives largely listed as inhibitors; AID 588590; 390,000 compounds, 1% hits; also: potency is read from the fitted curve at half-maximal effect
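Fluorescent replication assay read twice, at 0 min and 10 min after adding 50 nM (final) substrate. Enzyme (10 nM) and compounds were first incubated 15 min at room temperature; enzyme-free buffer wells were negative controls.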
Tb PGK inh: T. brucei PGK inhibition | P07378 | PGK/GAPDH coupled, Kinase-Glo luminescence, 60 min | Potency, µM (series often up to 57.5 µM), for inactives: at the highest dose activity change, negative = inhibition, hits mostly inhibitors | 380,000 compounds, 0.043% hits; also: potency is read from the fitted curve at half-maximal effect; % is scaled to controls: 0 for no effect and ±100 for the full control effect; nearly all actives have a fitted effect of over 60% in size
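Recombinant glycosomal PGK reaction used 1,3-bisphosphoglycerate generated in-well by GAPDH (100nM final) in 100mM TEA pH 7.6, 5mM MgCl2, 0.01% Tween-20. After 60 minutes at room temperature, ATP was read by Kinase-Glo Plus luminescence end-point.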
BLM helicase inh: inhibitors of human Bloom syndrome helicase BLM; P54132; recombinant BLM DNA unwinding, fluorescence dequenching; Potency, µM (titrated, usually from 56.1 µM), for the others: at the highest dose activity change, negative = inhibition, usual class: inhibitors; 350,000 compounds, 0.2% hits;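 also: potency is read from the fitted curve at half-maximal effect; plate controls were vehicle for no effect and no enzyme for full effect; nearly all actives have a fitted effect of over 35% in size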
Target sequence (P54132 whole entry, looked up): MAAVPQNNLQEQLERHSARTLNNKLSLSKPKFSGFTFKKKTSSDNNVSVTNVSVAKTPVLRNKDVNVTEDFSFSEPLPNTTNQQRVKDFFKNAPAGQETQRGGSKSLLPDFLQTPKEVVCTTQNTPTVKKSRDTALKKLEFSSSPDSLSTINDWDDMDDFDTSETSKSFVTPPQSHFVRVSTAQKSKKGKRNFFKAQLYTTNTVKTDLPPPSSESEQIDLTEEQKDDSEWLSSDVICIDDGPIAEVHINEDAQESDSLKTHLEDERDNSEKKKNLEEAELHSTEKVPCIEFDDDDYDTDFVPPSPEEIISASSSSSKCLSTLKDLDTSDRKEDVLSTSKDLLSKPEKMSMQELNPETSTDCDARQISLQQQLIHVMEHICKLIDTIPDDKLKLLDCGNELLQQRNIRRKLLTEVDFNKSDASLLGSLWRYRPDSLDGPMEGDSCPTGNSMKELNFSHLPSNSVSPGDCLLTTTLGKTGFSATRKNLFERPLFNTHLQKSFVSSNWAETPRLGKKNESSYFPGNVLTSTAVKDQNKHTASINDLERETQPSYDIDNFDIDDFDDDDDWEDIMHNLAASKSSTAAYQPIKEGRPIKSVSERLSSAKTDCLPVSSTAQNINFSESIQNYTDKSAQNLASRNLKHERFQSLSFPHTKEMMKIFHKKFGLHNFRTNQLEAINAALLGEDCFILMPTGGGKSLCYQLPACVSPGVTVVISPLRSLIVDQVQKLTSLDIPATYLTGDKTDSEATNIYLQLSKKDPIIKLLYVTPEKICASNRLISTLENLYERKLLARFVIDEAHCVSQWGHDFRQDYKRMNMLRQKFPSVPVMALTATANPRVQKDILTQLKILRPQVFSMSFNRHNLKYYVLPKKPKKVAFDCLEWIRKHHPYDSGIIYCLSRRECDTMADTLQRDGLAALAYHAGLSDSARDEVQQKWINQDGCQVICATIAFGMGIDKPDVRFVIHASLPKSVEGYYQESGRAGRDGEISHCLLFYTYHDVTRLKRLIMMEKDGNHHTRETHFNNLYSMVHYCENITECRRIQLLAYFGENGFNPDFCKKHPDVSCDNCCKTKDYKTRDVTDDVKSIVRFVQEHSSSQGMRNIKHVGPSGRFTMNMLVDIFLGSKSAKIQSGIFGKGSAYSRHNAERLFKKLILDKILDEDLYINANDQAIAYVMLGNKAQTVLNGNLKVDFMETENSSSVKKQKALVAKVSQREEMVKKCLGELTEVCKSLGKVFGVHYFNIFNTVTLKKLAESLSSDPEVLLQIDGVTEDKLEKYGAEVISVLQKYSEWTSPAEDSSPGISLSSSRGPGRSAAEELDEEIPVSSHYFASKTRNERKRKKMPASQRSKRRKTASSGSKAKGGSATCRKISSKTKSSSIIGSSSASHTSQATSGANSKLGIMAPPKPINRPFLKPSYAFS
APEX1 inh: APE1 (human) endonuclease inhibition; recombinant APE1, TAMRA/BHQ-2 abasic DNA cleavage fluorescence; Potency, µM (highest dose often 65.8 µM), for inactives: top-dose activity change, negative = inhibition, hits mostly inhibitors; 350,000 compounds, 0.35% hits; AID 2517;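 also: potency is read from the fitted curve at half-maximal effect; plate controls were vehicle for no effect and reference inhibitor for full effect; nearly all actives have a fitted effect of over 55% in size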
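Substrate: short duplex with […] THF abasic site, 5'-TAMRA and 3'-BHQ-2, 50 nM final. APE1 at 0.75 nM, preincubated 15 min RT with compound. Fluorescence increase from first to third read measured activity.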
Anesthetic bind: binds horse apoferritin like a general anesthetic; 350,000 compounds, 0.074% hits; apoferritin/1-aminoanthracene competitive binding, fluorescence; AID 485281; Potency, µM (doses to about 77.5 µM), for the others: top-dose activity change, negative = displacement, actives largely listed as inhibitors; also: potency is read from the fitted curve at half-maximal effect; % is scaled to controls: 0 for no effect and ±100 for the full control effect; nearly all actives have a fitted effect of over 20% in size
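Steps: apoferritin (10 uM) was premixed with half-saturated 1-AMA in PBS, compounds were pin-transferred, plates stood 10 min at room temperature, fluorescence was read at 380/535 nm, and curves were fitted with a Hill equation.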
Starred values were filed as active, the others as inactive; i = inactive; u = inconclusive; x = not tested or not shown; [ ] = another dose, or the depositor's remark. Unless noted, calls follow the shape of the dose curve; as a rule, active = well fitted curve in the direction sought with a large enough effect; inconclusive = small, poorly fitted or top-dose-only effect, or another doubt; inactive = no such curve, though single readings can be large; an effect the other way counts as inactive or inconclusive. Only part of the results is shown; the hit share may differ from the screen's.

POLB inh	Pol kappa inh	RXFP1 antag	Pol eta inh	Pol iota inh	Tb PGK inh	BLM helicase inh	APEX1 inh	Anesthetic bind	structure
-0.2%	-4.1%	-0.3	1.7%	11.3%	-10.4%[11.5 µM]	-0.7%	-0.2%	-10.5%	CCn1cnc2c1c(=O)n(CC(=O)Nc1cc(C)on1)c(=O)n2Cc1ccccc1
3.7%	5.4%	-9.6	-13.2%	8.6%	-6.3%	2.1%	2.0%	-6.7%	Cc1ccc2c(c1)nc(NCCO)n2C
x	-12.2%	-7.5	u	u	-1.7%	x	38.9%	x	CN(CC(=O)Nc1ccccc1C(F)(F)F)C(=O)c1cccc(-n2cccc2)c1
x	-16.0%	x	-21.5%	9.9%	3.0%	x	-14.3%	x	Cc1ccc(S(=O)(=O)N(C)C[C@H]2Oc3ccc(NC(=O)Nc4c(C)noc4C)cc3CC(=O)N([C@@H](C)CO)C[C@@H]2C)cc1
x	-8.8%	x	-11.8%	6.8%	-0.4%	x	-2.6%	x	CC(C)NC(=O)Nc1cccc2c1O[C@H](CN(C)C(=O)NC1CCCCC1)[C@H](C)CN([C@H](C)CO)C2=O
x	10.7%	-13.0	-10.7%	-12.5%	-6.0%	x	37.4%	x	COc1cccc(NC(=O)CN(C)C(=O)c2ccc(COc3ccccc3)o2)c1
x	-3.7%	1.8	1.2%	17.9%	-7.1%	x	x	x	N#Cc1ccccc1S(=O)(=O)N1CCN(c2nc(-c3ccccc3)nc3ccccc23)CC1
x	-1.6%	-8.2	-5.9%	9.8%	7.1%	x	x	x	Cc1cc(C)c2c3c(cn2n1)c(=O)n(C)c(=O)n3C
x	-5.1%	x	-4.4%	9.7%	-9.8%	x	0.7%	x	CC(C)(C)OC(=O)N[C@H](C(=O)OC(C)(C)C)c1ccc2c(c1)OCO2
3.3%	3.6%	1.5	-1.8%	-5.6%	7.3%	-4.3%	3.2%	-16.4%	COc1ccc(N2C(=O)C3CC(C)=C(C)CC3C2=O)c(OC)c1 (stereo not drawn)
5.0%	0.1%	0.1	-16.5%	59.5%[activator]	-0.5%	0.4%	5.7%	-11.1%	CC(=O)Nc1ccc(S(=O)(=O)Nc2ccc(-c3ccc4nnc(C)n4n3)cc2)cc1
1.8%	-11.4%	x	0.2%	-12.5%	-8.2%	-3.5%	12.1%	-20.5%	Cc1ccc2c(c1)C(=O)CC1(CCCCCC1)O2
-12.9%	-14.4%	x	0.2%	10.4%	-8.5%	2.1%	-10.2%	2.5%	CNC(=S)N=Nc1c(O)[nH]c2ccccc12
-18.5%	-16.4%	15.6	-5.8%	5.2%	-10.2%	-11.7%	0.2%	-19.3%	CCC(C)NC(=O)Nc1ccc2c(c1)N(C)C(=O)c1ccccc1S2 (stereo not drawn)
-11.3%	-2.6%	x	-7.0%	12.7%	-7.5%	0.3%	5.0%	-12.5%	CCOC(=O)c1nn(-c2ccc(Cl)cc2)c2nnc(Cc3ccc(C)cc3)c(=O)n12
12.9%	-23.4%	-2.1	-13.0%	-4.7%	-2.4%	-1.4%	1.8%	-9.6%	CCOC(=O)CCCCC(=O)c1[nH]c(=O)[nH]c1CSc1nc(C)cc(C)n1
-3.0%	-12.3%	-8.5	-9.3%	-4.3%	x	-4.5%	7.8%	-4.2%	COc1ccc2[nH]c(C)c(CCNC(=S)Nc3ccccc3OC)c2c1
x	-7.6%[12 µM]	x	x	x	x	5.4%[21.4 µM]	-1.5%[21 µM]	3.7%[29.3 µM]	Cc1onc(-c2c(Cl)cccc2Cl)c1C(=O)N[C@H]1C(=O)N2[C@H]1SC(C)(C)[C@H]2C(=O)O
10.5%	-1.3%	-17.8	4.0%	3.7%	-2.2%	-6.2%	x	-5.5%	CCC(=O)Nc1ccc(CC)cc1-c1nc2ccccc2n(CC(=O)Nc2cccc(Cl)c2)c1=O
-16.0%	-13.1%	-15.6	5.2%	-11.4%	i	-4.5%	x	-5.7%	Cc1ccccc1OCC(=O)Nc1nnc(S(=O)(=O)N2CCCCCC2)s1
11.1%	5.0%	0.6	-20.9%	13.3%	-1.5%	-2.0%	-6.6%	-9.6%	O=C(CCC1CCCCC1)NCc1cccnc1
x	-9.7%	7.1	-0.4%	18.1%	0.3%	x	x	x	CC(=O)Nc1ccc(C=NNC(=O)CCCC(=O)NN=Cc2ccc(NC(C)=O)cc2)cc1
74.9%	-10.3%	-2.1	-0.5%	14.6%	i	-2.3%	0.6%	-10.3%	COc1cc2c(cc1OC)C(C(=O)N1CCN(c3ccccn3)CC1)C(c1cccs1)N(C)C2=O (stereo not drawn)
-0.1%	-3.8%	-39.1	-15.6%	24.5%	x	-16.3%	-2.8%	-17.2%	COc1ccccc1-c1nnc(SCC(=O)NCc2c(C)c(Cl)cc(C(C)C)c2O)o1
3.7%	-2.5%	-13.6	-16.8%	8.2%	6.7%	-5.4%	1.9%	-2.3%	N/C(Cc1ccc([N+](=O)[O-])cc1)=N\OC(=O)c1ccccc1Br
45.9%	-3.8%[60.1 µM]	-11.1	-6.4%	0.3%	-1.5%	-1.6%	15.6%	-0.1%	Cc1[nH]ncc1N=Cc1ccc([N+](=O)[O-])cc1
15.9%	-24.5%	-4.1	-17.5%	27.3%	-10.0%	-12.5%	4.0%	-14.5%	CNc1cc([N+](=O)[O-])ccc1OCc1ccccc1
u	-1.9%	-6.0	-25.8%	35.8%[activator]	6.0%	1.4%	-1.2%	-6.2%	CCCn1c(CN2CCCCC2C)nc2c1c(=O)n(C)c(=O)n2C (stereo not drawn)
6.5%	-9.2%	-1.0	-18.3%	-4.6%	8.5%	0.7%	2.1%	-4.0%	CCN(CC(=O)NCc1ccc(Cl)cc1)C(=O)c1ccc(C#N)cc1
-11.2%	1.7%	-13.0	-9.2%	-2.1%	-3.7%	-1.1%	6.7%	-21.0%	O=C(Nc1ccccc1Cl)c1ccn[nH]1
2.3%	8.1%	23.7	-12.0%	-11.7%	-7.4%	-2.2%	-5.9%	-9.2%	CC1CCN(Cc2nnc(-c3cccc(Br)c3)o2)CC1
x	-8.6%[60.1 µM]	x	x	x	x	6.3%	-0.6%	5.6%	CC(C)CC(NC(=O)CN)C(=O)NC(Cc1ccccc1)C(=O)O (stereo not drawn)
x	-15.5%	-3.7	-3.9%	9.4%	-5.0%	x	-5.4%	x	CCN(CC(=O)Nc1ccc(OC)cc1)C(=O)c1ccc2c(=O)n3c(nc2c1)CCC3
1.3%	1.4%	-0.6	-5.5%	67.2%[activator]	-5.6%	0.8%	34.9%	4.4%	Cn1cnnc1SCC(=O)Nc1ccc(F)cc1
93.4%	4.0%	1.1	-9.2%	12.8%	-3.6%	-0.5%	23.9%	-22.6%	CCC(C)[C@H](NC(=O)[C@@H]1CSC2c3ccccc3C(=O)N21)C(=O)NC1CCCC1 (stereo partly drawn)
31.6%	-6.0%	4.2	-9.6%	-12.3%	-8.4%	-2.9%	-2.5%	-2.2%	COc1ccc(CCN=C(N)NS(=O)(=O)c2ccc(C)cc2)cc1OC
-29.2%	-10.9%	-30.7	-6.3%	-1.6%	6.0%	-4.5%	x	4.0%	O=C(Cn1c(SCc2cccc(F)c2)nc2cccnc21)Nc1ccc(F)c(Cl)c1
19.5%	-16.8%	6.1	-9.2%	u	-13.3%	-3.0%	53.9%[activator]	-2.1%	Cc1ccccc1NC(=O)C1C2CCCCC21 (stereo not drawn)
-11.6%	0.3%	-2.4	6.8%	8.0%	3.2%	1.0%	1.3%	x	CN(C)Cc1c(O)ccc2c3c(c(=O)oc12)CCCCC3
23.5%	4.1%	7.0	11.1%	6.7%	1.9%	-1.5%	x	-6.0%	COC(=O)c1cc(NC(=O)c2nn(C)c3c2COc2ccccc2-3)cc(C(=O)OC)c1

Reprinted from the part before: 2 compounds, then new ones.
POLB inh	Pol kappa inh	RXFP1 antag	Pol eta inh	Pol iota inh	Tb PGK inh	BLM helicase inh	APEX1 inh	Anesthetic bind	structure
-11.6%	0.3%	-2.4	6.8%	8.0%	3.2%	1.0%	1.3%	x	CN(C)Cc1c(O)ccc2c3c(c(=O)oc12)CCCCC3
23.5%	4.1%	7.0	11.1%	6.7%	1.9%	-1.5%	x	-6.0%	COC(=O)c1cc(NC(=O)c2nn(C)c3c2COc2ccccc2-3)cc(C(=O)OC)c1
14.4%	-12.0%	2.2	-2.6%	5.2%	-4.2%	-10.3%	9.1%	-15.5%	CCOc1ccc(C(=O)NC(=S)Nc2ccc(N3CCC(C)CC3)cc2)cc1[N+](=O)[O-]
u	-11.3%	1.6	u	5.9%	i	-7.2%	x	7.6%	CCc1ccc(-c2nc3cc(NC(=O)c4cc5ccccc5cc4OC)ccc3o2)cc1
12.5%	0.7%	10.7	-18.7%	177.1%[activator]	i	-3.9%	2.8%	4.2%	COc1cc2c(cc1OC)CN(C(=O)c1sccc1C)CC2
2.5%	8.9%	9.4	-1.7%	29.4%	-7.5%	-4.6%	7.1%	-23.4%	COc1ccc(/C=C/C(=O)N(Cc2ccccc2)c2ccccn2)cc1OC
-9.4%	-0.8%	-0.8	3.4%	24.1%	3.1%	4.0%	3.6%	2.3%	Cc1nn(Cc2ccccc2)c(C)c1N
x	13.5%	x	-16.3%	41.2%	-0.4%	x	x	x	COc1cc(OC)c2c(-c3ccccc3)cc(C3CCCCC3)nc2c1
39.4%	-15.6%	13.4	-3.3%	11.4%	-2.2%	-4.9%	17.6%	-20.2%	Cc1ccc(SCC(=O)NC(C)(C)C)cc1
9.0%	x	x	x	x	x	-12.8%	0.9%	-3.2%	COCCOC(=O)C1=C(C)NC(=O)NC1c1c(Cl)nc2c(C)cccn2c1=O (stereo not drawn)
49.4%	-2.1%	-8.3	-14.9%	2.8%	i	-2.2%	-1.1%	-5.4%	C(=N\N1CCN(C2c3ccccc3-c3ccccc32)CC1)/c1cccs1
10.2%[57.1 µM]	-1.2%	x	-13.8%	4.0%	-1.0%	6.2%	-0.9%	-6.0%	O=C(N/N=C/c1cccc([N+](=O)[O-])c1)C1CC(=O)N(c2ccc(Br)cc2)C1 (stereo not drawn)
